M5 ag: CHRM5 agonism in calcium assay | CHO-K1 hM5 cells, Fluo-8 calcium fluorescence; 0% DMSO wells, 100% maximal acetylcholine response | activation, % at 3 µM | 0.19% of 360,000 active | P08912;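 active means activation above the run's mean over test compounds plus 3 SD, cut at about 23% in these data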;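 further: signal is peak over basal fluorescence ratio across the kinetic read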
CRFBP-R2 block: blocks CRF-induced signaling of the CRF-BP/CRF-R2 complex | HEK293 CRF-R2/CRF-BP, CRF-induced calcium fluorescence | inhibition, % at 11.8 µM | 0.59% of 350,000 active | AID 588475;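 active means inhibition of the ligand-induced calcium signal above about 50% at the single tested concentration, limit read from the data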
M1 PAM: positive allosteric modulators of human M1 muscarinic receptor. P11229. CHO-K1 hM1, Fluo-8 calcium fluorescence, ACh EC20; 0% = ACh EC20, 100% = maximal ACh. activation, % at 3 µM. 0.088% of 360,000 active; in the data active means activation above about 19%, passing the limit was not always enough
Target sequence (P11229 whole entry, looked up): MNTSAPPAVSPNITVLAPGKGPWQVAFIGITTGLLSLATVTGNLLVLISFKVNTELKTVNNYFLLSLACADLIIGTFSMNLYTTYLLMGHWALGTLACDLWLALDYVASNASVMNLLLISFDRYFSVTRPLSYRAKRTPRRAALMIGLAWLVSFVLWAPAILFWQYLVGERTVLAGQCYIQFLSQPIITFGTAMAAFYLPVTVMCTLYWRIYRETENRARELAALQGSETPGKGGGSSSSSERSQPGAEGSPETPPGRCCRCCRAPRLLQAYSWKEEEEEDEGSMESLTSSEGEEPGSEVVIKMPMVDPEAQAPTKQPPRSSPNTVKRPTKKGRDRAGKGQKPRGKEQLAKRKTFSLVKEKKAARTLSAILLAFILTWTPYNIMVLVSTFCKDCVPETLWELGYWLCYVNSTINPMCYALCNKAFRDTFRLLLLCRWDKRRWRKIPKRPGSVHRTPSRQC
CRFBP-R2 agonist: agonists of human CRF-binding protein/CRF-R2 receptor complex. HEK293 CRF-R2/CRF-BP, calcium dye fluorescence (FLIPR); percent of saturating CRF peptide response. activation, % at 13.2 µM. 0.46% of 350,000 active. AID 588473;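 active means activation of at least 50%, plus an integration ratio under a set limit after plate pattern correction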;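 further: plate controls were neutral control wells without compound for no effect and CRF at EC100 for full effect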
M4 PAM: potentiates acetylcholine response at human M4 receptor; CHO-K1 hM4/Gqi5, Fluo-8 calcium fluorescence, ACh EC20; 0% = ACh EC20, 100% = maximal ACh; activation, % at 3 µM; 0.4% of 360,000 active; AID 624126;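 active means activation above its plate's cutoff, the mean activation of sample wells plus 3 SD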; further: some results filed as inactive read as strong as hits
Target sequence (P08173 whole entry, looked up): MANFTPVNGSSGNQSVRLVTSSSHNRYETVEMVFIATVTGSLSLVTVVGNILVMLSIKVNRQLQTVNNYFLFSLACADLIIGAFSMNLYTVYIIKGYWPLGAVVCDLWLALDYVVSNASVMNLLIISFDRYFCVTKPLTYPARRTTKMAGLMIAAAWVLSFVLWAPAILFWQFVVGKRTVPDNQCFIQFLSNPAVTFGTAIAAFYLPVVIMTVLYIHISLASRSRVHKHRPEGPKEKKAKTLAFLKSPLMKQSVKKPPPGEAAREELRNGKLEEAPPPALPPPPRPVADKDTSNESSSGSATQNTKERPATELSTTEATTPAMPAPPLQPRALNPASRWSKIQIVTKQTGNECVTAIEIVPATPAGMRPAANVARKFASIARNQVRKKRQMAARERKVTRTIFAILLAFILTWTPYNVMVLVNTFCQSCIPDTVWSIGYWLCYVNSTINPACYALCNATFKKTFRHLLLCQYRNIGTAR
CHRM4 antagonist: antagonists of human muscarinic M4 receptor (CHRM4); P08173; CHO-hM4 cells, ACh EC80, Fluo-8 calcium fluorescence; inhibition, % at 3 µM; 0.73% of 360,000 active;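 active means inhibition above its plate's cutoff, the mean inhibition of sample wells plus 3 SD, cut at about 27% in these data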;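 further: 0% = acetylcholine EC80 with DMSO and 100% = DMSO without agonist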
CHRM5 PAM: positive allosteric modulators of human muscarinic M5 receptor | activation, % at 3 µM | CHO-K1 hM5, Fluo-8 calcium, ACh EC20 PAM; 0% = ACh EC20, 100% = ACh EC100 | 0.3% of 360,000 active;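 active means activation above the run cutoff, the mean activation of all test compounds plus 3 SD, cut at about 18% in these data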
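System: CHO-K1 hM5 cells. Reagent: acetylcholine, EC20 level. Compound dosing: single dose, 3 µM nominal final test concentration. Timing: Post-acetylcholine fluorescence recording 140 s. Detection: Fluo-8 calcium fluorescence. Read-out: % activation, ACh-normalized. Benchmarks: ACh EC20 and EC100 wells. Repeats: singlicate, one well per test compound.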
CHRM5 antagonist: blocks acetylcholine activation of human M5 receptor | P08912 | CHO-hM5 cells, Fluo-8 calcium fluorescence, ACh EC80 | inhibition, % at 3 µM | 0.59% of 360,000 active | AID 624040;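 active means inhibition above a per-plate cutoff, the mean of that plate's test compounds plus 3 SD, cut at about 27% in these data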;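 further: 0% = acetylcholine EC80 with DMSO and 100% = DMSO without agonist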
M4 ag: CHRM4 agonism in calcium assay. P08173. CHO-K1 hM4/Gqi5, Fluo-8 calcium fluorescence; vehicle 0%, full acetylcholine response 100%. activation, % at 3 µM. 0.14% of 360,000 active;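 active means activation above the run mean over all test wells plus 3 SD, cut at about 32% in these data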;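 further: peak over basal fluorescence ratio per well then scaled between controls; 0% = DMSO wells and 100% = acetylcholine at EC100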
* marks the source's active call; other numbers are inactive results; / = no result given.

SMILES | M5 ag | CRFBP-R2 block | M1 PAM | CRFBP-R2 agonist | M4 PAM | CHRM4 antagonist | CHRM5 PAM | CHRM5 antagonist | M4 ag
CCC1=C(OC(=O)N(CC)CC)N2C(=O)OC(=NCC(=O)OC)[C@]2(Cc2ccccc2)[C@H]2C1=CC[C@H]1C(=O)N(c3ccccc3)C(=O)[C@H]12 | 3 | 15 | -5 | 2.4 | 1 | -4 | 5 | 8 | 3
CC(=O)c1ccc(OCCCC(=O)Nc2cc(Cl)ccc2-n2cncn2)cc1 | -2 | -1 | 6 | 0.3 | 0 | -5 | 0 | 5 | 1
CC(=O)N1CCN(C2c3cccc4cccc(c34)C2NS(=O)(=O)c2ccccc2)CC1 (stereo unspecified) | 2 | 0 | 5 | -1.1 | 3 | -9 | -1 | 1 | 4
Cc1ccc(OCCN2CCNCC2)c([N+](=O)[O-])c1 | -8 | -17 | 5 | 0.1 | -7 | 1 | -2 | -3 | 1
C/C(=N\NC(=S)NCc1ccccc1)c1ccc(Cl)s1 | -10 | -5 | 0 | 3.4 | -6 | -8 | -5 | 2 | -2
COc1cc2nc3n(c(=O)c2cc1OC)-c1cc2ccccc2cc1C(=O)NC3Cc1ccccc1 (stereo unspecified) | 2 | -10 | -1 | -0.1 | -1 | -10 | -5 | 11 | 12
COc1ccc(CCNC(=O)CSc2nc3ccccc3o2)cc1OC | -1 | -4 | -1 | -2.5 | 6 | 6 | 4 | 9 | 1
COc1ccc(S(=O)(=O)N2CCOC2CNC(=O)C(=O)NCCCn2ccnc2)cc1OC (stereo unspecified) | -2 | -47 | 6 | 28 | 4 | -22 | 3 | -8 | 1
Cc1ccc2cc(CN(CCN3CCOCC3)C(=O)NCc3ccccc3)c(=O)[nH]c2c1C | 2 | -1 | 13 | 0.9 | 1 | -5 | -12 | 9 | 3
O=C(N/N=C/c1cccc(Cl)c1Cl)Nc1ccccc1 | 2 | -25 | 3 | -1.6 | 5 | -9 | 0 | 0 | 3
O=C1NC2(CCCCC2)C(=O)N1c1ccc(Cl)cc1 | -1 | -25 | 1 | -0.5 | -2 | 8 | 1 | 7 | 1
NS(=O)(=O)c1ccc(Sc2ccc3c(c2)CCC3)nc1 | -4 | 14 | -6 | -0.3 | -12 | 10 | -10 | 21 | 0
CCN(CC)S(=O)(=O)c1ccc2c3c(cccc13)C(=O)S2 | -2 | -17 | 1 | 1.0 | -6 | 1 | -1 | -2 | 1
COc1ccccc1NS(=O)(=O)c1ccc2oc(=O)ccc2c1 | 4 | 17 | 0 | -2.6 | -6 | 5 | -9 | 1 | 2
O=C(NCCc1ccccc1F)[C@@H]1CSC2c3ccccc3C(=O)N21 (stereo partly specified) | -3 | 12 | 3 | 0.5 | -8 | -2 | 2 | -9 | 2
Cc1ccc(C)c(OCc2cc(C(=O)N3CCNC(=O)C3)no2)c1 | -3 | -3 | 0 | -1.3 | 4 | 6 | -2 | 7 | 2
CS(=O)(=O)c1ncc(Cl)c(C(=O)Nc2ccc3ccccc3c2)n1 | -5 | -3 | -5 | 0.1 | -5 | 26 | 2 | 11 | 0
CC(NC(=O)c1cnccn1)c1ccc(S(N)(=O)=O)cc1 (stereo unspecified) | -3 | 6 | 4 | -2.1 | 8 | 6 | -4 | 7 | 0
CC(=O)Nc1ccc(S(=O)(=O)N2CCN(C(=O)C3COc4ccccc4O3)CC2)cc1 (stereo unspecified) | -2 | 0 | 10 | -3.3 | 2 | -4 | -1 | 8 | 9
CCc1cc(=O)oc2cc(OCc3nn[nH]n3)ccc12 | -2 | 0 | 1 | 4.8 | 6 | -1 | 3 | -8 | 0
COC(=O)c1ccc(C(=O)OC)c(NC(=O)CN(C)Cc2ccccc2)c1 | 1 | -5 | 3 | 5.9 | -3 | 7 | -4 | 5 | 3
COc1ccc(-c2nc3c4ccccc4ccn3c2CC2CCCCC2)cc1OC | -5 | / | 0 | / | -2 | -7 | -4 | 5 | -1
COc1ccc(C(=O)NC(C)c2nc3ccccc3[nH]2)cc1OC (stereo unspecified) | 4 | -5 | 3 | -3.5 | -1 | -6 | -4 | 4 | 1
Cc1ccc(S(=O)(=O)N2C[C@H]3[C@H]4C(=O)N(c5ccccc5)C(=O)[C@H]4C[C@H](OC(=O)NCc4ccco4)[C@@]3(O)C2)cc1 | 0 | -10 | -2 | 3.2 | -1 | -4 | 1 | 8 | 1
CC[n+]1c(/C=C2\C=C(C)CC(C)C2)sc2ccccc21 (stereo unspecified) | -2 | -6 | -1 | -2.7 | -8 | -8 | -6 | 5 | -1

Molecules listed so far that have an aryl thioether with sulfur outside any ring:
SMILES | M5 ag | CRFBP-R2 block | M1 PAM | CRFBP-R2 agonist | M4 PAM | CHRM4 antagonist | CHRM5 PAM | CHRM5 antagonist | M4 ag
COc1ccc(CCNC(=O)CSc2nc3ccccc3o2)cc1OC | -1 | -4 | -1 | -2.5 | 6 | 6 | 4 | 9 | 1
NS(=O)(=O)c1ccc(Sc2ccc3c(c2)CCC3)nc1 | -4 | 14 | -6 | -0.3 | -12 | 10 | -10 | 21 | 0

Other results:
SMILES | M5 ag | CRFBP-R2 block | M1 PAM | CRFBP-R2 agonist | M4 PAM | CHRM4 antagonist | CHRM5 PAM | CHRM5 antagonist | M4 ag
O=C(CSc1nc(-c2ccccc2)cs1)NC(=O)NCc1ccco1 | 0 | -3 | -5 | 0.6 | -3 | -3 | -11 | 16 | 10
C[C@@H](NC(=O)C[C@@H]1C[C@@H]2c3cc(NS(=O)(=O)c4ccc(F)cc4)ccc3O[C@@H]2[C@@H](CO)O1)c1ccccc1 | -1 | -8 | 4 | -0.3 | 1 | -6 | 1 | -3 | 2
COc1ccccc1-c1nnc(NC(=O)CCS(=O)(=O)c2ccccc2)o1 | -4 | 20 | 2 | -3.3 | 0 | 4 | 7 | -1 | 2
COc1ccc(NC(=O)CN2CCN(c3nc(-c4cccc(OC)c4)cs3)CC2)cc1 | 3 | -29 | 0 | -0.8 | 2 | -3 | -8 | 3 | 3
CC(=O)Nc1ccc(S(=O)(=O)N(C)CC(=O)NC2CCCC(C)C2C)cc1 (stereo unspecified) | -3 | 3 | 6 | -0.7 | 1 | -20 | -8 | 10 | 2
[O-][N+]1=C(c2cccs2)CN(O)C1 | 1 | 6 | 9 | 4.5 | -1 | -1 | 7 | -7 | 0
COc1ccc(CC(=O)Nc2nnc(SCc3ccccc3)s2)cc1S(=O)(=O)N1CCOCC1 | -7 | 6 | -4 | 0.0 | -3 | -8 | -10 | 7 | 6
COC(=O)c1c(-c2ccccc2Cl)noc1/C=C/N(C)C | 3 | -9 | 1 | -1.9 | -5 | 1 | -2 | -4 | 1
COc1cc2c(cc1OC)C(c1ccccc1)N(C(=O)CSCC(=O)O)CC2 (stereo unspecified) | 0 | 33 | 8 | -0.3 | 3 | 0 | 7 | 1 | 0
O=S(=O)(NNc1ccc(F)cc1F)c1cccc(Cl)c1 | -3 | -4 | -8 | -0.9 | -19 | 67* | -8 | 12 | 1
COc1ccc(C)cc1-n1nnnc1SCC(=O)NC1CCS(=O)(=O)C1 (stereo unspecified) | 0 | 1 | 6 | -0.1 | -4 | 10 | -3 | 13 | 1
CCOC(=O)c1cccc(NC(=O)CSc2nnc(COc3ccccc3C)o2)c1 | -1 | 10 | 8 | 15 | 13 | -4 | 6 | -1 | 2
O=C(NS(=O)(=O)Oc1cccc(F)c1)OC[C@@H]1CCCN2CCCCC12 (stereo partly specified) | -6 | 12 | 7 | -0.6 | -1 | -3 | -2 | 0 | 1
CCOC(=O)c1c(NC(=O)c2ccccc2)sc2c1CCc1ccccc1-2 | -3 | -18 | 13 | -2.5 | -2 | 4 | 1 | 0 | 0
COc1ccc(OC)c(NC(=O)C2CC2c2ccccc2)c1 (stereo unspecified) | -6 | 11 | 8 | -2.2 | 7 | -9 | 11 | 4 | -1
C/C(=N\NC(=O)C1=NNC(=O)C1C)c1cccs1 (stereo unspecified) | 0 | 9 | -14 | 4.0 | -10 | -5 | -13 | 8 | 21
COc1ccc(NS(=O)(=O)c2cc(C)ccc2OC)cc1OC | 5 | -6 | 3 | 5.4 | 10 | -6 | -6 | -5 | 8
CC(=O)c1ccc(NC(=S)NC(C)c2ccc(Cl)cc2Cl)cc1 (stereo unspecified) | 14 | -37 | -1 | 25 | -8 | 14 | -15 | 29* | 24
Nc1nnc(C(F)(F)F)s1 | -7 | 1 | 10 | 1.1 | 5 | -14 | -4 | 3 | 1
O=C(Nc1ccc(F)cc1)c1cc2cc(Cl)ccc2[nH]1 | 2 | -2 | -2 | -0.1 | -1 | -6 | -14 | 31* | 10
CCCCOC1NC(=O)NC(=O)C1(F)C(=O)OCC (stereo unspecified) | 2 | / | 1 | / | -1 | 6 | -5 | -4 | 1
CCCCc1c(-c2ccc(Cl)cc2)ncn1CCc1ccccc1OC | -4 | / | / | / | -8 | 4 | -14 | 5 | 0
COCc1cc(C)nc(N/N=C/c2ccc(-c3ccc(Cl)cc3[N+](=O)[O-])o2)c1C#N | -4 | -10 | 17 | -0.1 | 12 | 1 | 6 | 2 | 2
COc1cc(C)cc2oc(=O)c(CC(=O)N3CCN(C(=O)C4COc5ccccc5O4)CC3)c(C)c12 (stereo unspecified) | -4 | 7 | 2 | 1.7 | -4 | -3 | -3 | 3 | 7
CCc1ccc(-c2cc(C(=O)Nc3ccc(S(=O)(=O)NC(C)=O)cc3)c3ccccc3n2)cc1 | 0 | 11 | 3 | -1.4 | 13 | 0 | -5 | 0 | 0

Additional structures follow:
SMILES | M5 ag | CRFBP-R2 block | M1 PAM | CRFBP-R2 agonist | M4 PAM | CHRM4 antagonist | CHRM5 PAM | CHRM5 antagonist | M4 ag
Cn1c(CC(=O)Nc2ccc(F)cc2)c(Sc2ccccc2)c2ccccc21 | -2 | 29 | 0 | 9.0 | 4 | -4 | -2 | -7 | -1
COc1ccc(S(=O)(=O)N(C)C[C@H]2Oc3c(NC(=O)CCC(F)(F)F)cccc3C(=O)N([C@H](C)CO)C[C@@H]2C)cc1 | 1 | 1 | 0 | -3.1 | 0 | 2 | -7 | 11 | 2
Cc1csc(NC(=O)COc2ccc3c(c2)CCC3)n1 | -1 | -13 | 10 | -5.6 | 12 | -4 | 12 | -4 | 1
Cc1ccc(C(=O)NC2CCN(C(=O)N3CCOCC3)CC2)cc1 | -1 | -2 | 14 | -1.4 | 13 | -5 | 6 | -4 | 0
Cc1onc(-c2c(Cl)cccc2Cl)c1C(=O)N1C(C)CCCC1C (stereo unspecified) | -6 | 3 | 5 | -0.4 | 3 | 6 | -3 | 10 | -1
O=C(NNc1ccc([N+](=O)[O-])cc1)c1ccccc1Cl | 1 | 3 | -1 | 0.6 | -5 | 5 | -6 | 9 | 3
CC(C)C(c1nnnn1Cc1ccc(F)cc1)N1CCN(C(=O)c2ccco2)CC1 (stereo unspecified) | -3 | -24 | 6 | 1.0 | 0 | -13 | -7 | -3 | 6
OC1(c2ccccc2F)CCN(Cc2nnnn2CCc2ccccc2)CC1 | 2 | 8 | 1 | -0.2 | 4 | 0 | -4 | -1 | 2
COc1ccc(-c2c[nH]c(=O)[nH]c2=O)cc1OC | -2 | 2 | -2 | -1.2 | 20 | -19 | 4 | -4 | 2
Cc1[nH]nc2c1C(=O)CCC2 | -1 | 2 | 12 | -3.4 | 7 | 0 | 8 | 1 | 1

Quoted at random: two entries already listed
SMILES | M5 ag | CRFBP-R2 block | M1 PAM | CRFBP-R2 agonist | M4 PAM | CHRM4 antagonist | CHRM5 PAM | CHRM5 antagonist | M4 ag
O=C(NNc1ccc([N+](=O)[O-])cc1)c1ccccc1Cl | 1 | 3 | -1 | 0.6 | -5 | 5 | -6 | 9 | 3
Cc1[nH]nc2c1C(=O)CCC2 | -1 | 2 | 12 | -3.4 | 7 | 0 | 8 | 1 | 1

Screens (PubChem BioAssay)
